inhibitors of VEEV = inhibitors of VEEV TC-83 cytopathic effect, confirmation, Vero cells (AID 588727) | Vero cells, VEEV TC-83 cytopathic effect inhibition; higher % means a stronger effect | one-dose inhibition, % at 20 µM; IC50 in µM for titrated hits | hit rate 0.13% among 350,000; in the data active means a potency from the dose series; inconclusive means inhibition mostly from about 14% at the one dose, without a potency; inactive means the rest, 99 in 100 with inhibition below about 12%; further: strong numbers were not always called active
PhoP GFP inhibition = PhoP regulon inhibitors, Salmonella typhi PhoP promoter GFP reporter, confirmatory (AID 1850); Salmonella Typhi PhoP-promoter GFP reporter, fluorescence, 4 h; higher % means a stronger effect; one-dose inhibition, % at 50 µM; IC50 in µM for titrated hits; hit rate 0.33% among 310,000; in the data active means a potency from the dose series; inconclusive means inhibition mostly from about 25% at the one dose, without a potency; inactive means the rest, 99 in 100 with inhibition below about 19%;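 further: 0% = induced wells with vehicle and 100% = uninduced wells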
H1N1 NS1A inhibition = H1N1 influenza NS1A inhibitors, functional cell based assay (AID 504329). one-dose inhibition, % at 12.5 µM; IC50 in µM for titrated hits. NS1A functional cell-based assay, percent inhibition; higher % means a stronger effect. hit rate 0.3% among 340,000; in the data active means a potency from the dose series; inconclusive means inhibition above about 27% without an active follow-up result; further: strong numbers were not always called active
H37Rv inhibition = M. tuberculosis growth inhibition, HTS (AID 449762) | M. tuberculosis H37Rv growth inhibition, 7H9 media; higher % means a stronger effect | inhibition, % at 25 µM; hits with a dose series show IC50 in µM | hit rate 0.59% among 330,000; in the data active means a potency from the dose series; inconclusive means inhibition above about 70% without an active follow-up result;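 further: bacterial growth assessed after seven days of incubation; strong numbers were not always called active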
M. tuberculosis = growth inhibition of non-replicating M. tuberculosis (AID 488890); Mycobacterium tuberculosis non-replicating, growth inhibition; higher % means a stronger effect; inhibition, % at 25 µM; hits with a dose series show IC50 in µM; hit rate 0.39% among 320,000; in the data active means a potency from the dose series; inconclusive means inhibition mostly from about 82% at the one dose, without a potency; inactive means the rest, 99 in 100 with inhibition below about 76%;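 further: plate controls were DMSO cells for no effect and high antibiotic wells for full effect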
inhibitors of VEEV 10K pilot screen = further read-out of inhibitors of VEEV, marked with its call; inhibition, %; measured here: 10K pilot screen inhibition
* = called active by the depositor; i = inactive; ? = inconclusive; · = no result given; & = joins results of further samples.

SMILES	inhibitors of VEEV	PhoP GFP inhibition	H1N1 NS1A inhibition	H37Rv inhibition	M. tuberculosis	others
O=c1c(O)c(-c2cccs2)oc2ccc(Cl)cc12	3.4%	-17%	-9%	?	1.1µM*
C=CCNC(=O)NC(=O)CN1C(=O)NC(c2ccccc2)(c2ccccc2)C1=O	i	11%	-8%	7%	11%
COc1cc(/C=C2/SC(=O)NC2=O)ccc1OC(=O)c1ccco1	4.6%	-5%	-4%	13%	·
CCCN1CCN(C(=S)Nc2ccc([N+](=O)[O-])cc2)CC1	1.1%	-2%	-2%	6%	8%
NS(=O)(=O)c1ccc(NC(=O)COC(=O)COc2ccccc2)cc1	0.2%	5%	2%	1%	1%
CCN1C[C@@H]2[C@@H]3C(=O)N(Cc4ccccc4)C(=O)[C@@H]3[C@](CC)(C1=O)N2C(=O)c1ccc(C(F)(F)F)cc1	1.9%	·	-10%	7%	22%
c1ccc(NNC2=NCCS2)cc1	0.6%	1%	2%	-5%	-3%
O=C(C(=C1NCCN1)n1cncn1)c1ccccc1	1.5%	-10%	9%	-3%	-11%
O=c1cc2c(nn1Cc1ccc(Cl)cc1Cl)-c1ccccc1CC2	2.8%	-8%	10%	35%	42%
CCc1noc(C)c1C(=O)N(C)CC(=O)Nc1ccc(OC)cc1	0.9%	4%	0%	-6%	-10%
Cc1ccc2nc(N3C(=O)C(O)=C(C(=O)c4ccco4)C3c3ccc(C)o3)sc2c1 (configuration not stated)	2.5%	12%	-6%	-5%	20%
COc1ccccc1N1CCN(C(=O)COc2ccc(Cl)cc2)CC1	i	-7%	2%	10%	39%
Cc1ccccc1CN1CCN(CC(=O)NCCCN2CCN(c3ccc(F)cc3)CC2)C1=O	i	8%	14%	-2%	35%
CC(C)C(O)(C#CCN1CCCCC1)c1ccccc1 (configuration not stated)	1.1%	1%	7%	-6%	15%
O=C1CC(=O)Nc2cc(S(=O)(=O)Nc3ccc(Cl)c(C(F)(F)F)c3)ccc2N1	i	-3%	-3%	0%	-3%
CCCNC(=O)c1ccccc1NC(=O)c1ccc(CSc2ccccc2)cc1	8.3%	-14%	0%	?	22%
COc1cc(C(=O)OCc2cccc(S(=O)(=O)N3CCOCC3)c2)ccc1OCC(C)C	2.8%	·	2%	-6%	15%
C=CCc1ccc(OCCCOc2ccc(C)cc2OC)c(OC)c1	0.9%	-6%	-14%	-3%	-6%
CCCCc1cc(=O)oc2cc(OCC(=O)NCCN3CCOCC3)c(Cl)cc12	i	3%	4%	2%	19%
COc1ccc(S(=O)(=O)N(CC(=O)NC2CC2)c2ccc(C)cc2)cc1OC	i	5%	6%	-7%	-8%
Cc1ccc(-n2c(C)nc3ncnc(-c4ccccc4)c32)cc1	0.8%	-1%	8%	0%	1%
COc1ccc(OCCSc2ncnc3nc[nH]c23)cc1	3.7%	8%	13%	0%	·
Cc1ccc(C(=O)N/N=C\c2ccc([N+](=O)[O-])s2)cn1	9.9%	19µM*	-2%	?	3.4µM*
O=C(CCCn1c(SCC(=O)NCC2CCCO2)nc2ccccc2c1=O)NCC1CCCO1 (configuration not stated)	1.2%	7%	1%	0%	2%
Cc1ccc(/C=C/C(=O)c2ccc(C)cc2)cc1	0.7%	19%	-5%	-12%	?
CCN(CC)S(=O)(=O)c1ccc(C)c(NC(=O)CN2CCN(C)CC2)c1	0.5%	-9%	-7%	-1%	-3%
NS(=O)(=O)c1ccc(NC(=O)c2ccc(OCC3CCCO3)cc2)cc1 (configuration not stated)	0.5%	·	-5%	-2%	-11%
Cc1ccc(NC(=O)CSc2nnc(Cc3ccccc3)o2)cc1	1.1%	0%	1%	-3%	?	inhibitors of VEEV 10K pilot screen=1.6
Cc1cccc2c(N=Nc3ccc(S(=O)(=O)Nc4cccc(Cl)c4)cc3[N+](=O)[O-])c(O)[nH]c12	2.1%	1%	7%	12%	27%
Cc1cccc(C)c1NC(=O)Cn1nnnc1N	3.6%	2%	8%	-10%	-3%
Cc1sc2nc(CN3CCN(S(=O)(=O)c4cccc5nonc45)CC3)[nH]c(=O)c2c1C	0.7%	1%	3%	7%	11%
CCC1S/C(=N/N=C/c2ccco2)N(c2ccc(F)cc2)C1=O (configuration not stated)	0.7%	-8%	0%	3%	-9%
O=C(COC(=O)c1cccc(Oc2ccccc2)c1)NCc1ccco1	0.9%	-3%	4%	2%	62%
CCOC(=O)C1=C(COC(=O)Cc2ccc(Cl)cc2)NC(=O)NC1C (configuration not stated)	1.1%	·	-1%	-7%	17%
CC(C)[C@H](NC(=O)[C@@H]1CSC2c3ccccc3C(=O)N21)C(=O)NC1CCCCC1 (some centres not stated)	3.5%	1%	-4%	0%	8%
O=C(CCC(=O)c1cccs1)NCc1cccnc1	4.6%	7%	11%	-8%	-4%
CCOc1cccc(C(=O)NC(=S)NCc2cccnc2)c1	7.1%	-11%	-2%	-11%	74%
CC(=O)Nc1cccc(Oc2cc(C#N)c(C#N)cc2N2CCOCC2)c1	1.1%	3%	11%	-4%	0%
COc1ccc(S(=O)(=O)Nc2cc(C)ccn2)cc1OC	0.5%	-2%	1%	-4%	-17%
CCOC(=O)C1(C)NC(c2ccco2)C2C(=O)N(CC)C(=O)C21 (configuration not stated)	0.9%	-24%	-14%	1%	-8%
CC(=O)Nc1ccc(NC(=O)C(C)N(C)CC(=O)Nc2ccccc2Br)cc1 (configuration not stated)	1.0%	-1%	-2%	3%	-1%
COCCSc1nnc(NC(=O)Cc2ccccc2OC)s1	2.5%	2%	-2%	0%	-2%
CC(=O)NS(=O)(=O)c1ccc(NS(=O)(=O)c2ccc3ccccc3c2)cc1	1.3%	3%	-5%	7%	22%
CC(=O)c1cc2c(cc1NS(=O)(=O)c1ccccc1)OCO2	i	3%	-2%	-2%	-5%
CNc1nc(SC)nc2ccccc12	i	-8%	-4%	?	?
O=C(CCCc1nc(-c2ccc(Cl)cc2)no1)NCC1CCCO1 (configuration not stated)	i	1%	10%	31%	?
O=C(O)COc1ccccc1/C=N/Nc1ccc(S(=O)(=O)N2CCOCC2)cc1[N+](=O)[O-]	2.1%	-3%	-2%	6%	14%
CC(=O)c1c(C)nc(C)nc1NC(=O)C(C)C	0.3%	-1%	5%	-13%	4%
COc1ccccc1-c1nc2cc(Cl)ccc2c(=O)n1O	1.9%	-8%	-4%	-6%	9%
Cc1cc(OC(=O)c2cc(Br)ccc2Cl)c([N+](=O)[O-])c(=O)[nH]1	1.2%	-13%	2%	-8%	-4%
CCN(CC)CCCNC(=O)CNC(=O)c1nn(-c2ccc(OC)c(OC)c2)c(=O)c2ccccc12	0.8%	-6%	20%	-1%	-13%
CC(=O)N1CCCc2cc(S(=O)(=O)Nc3cccc(C)c3C)ccc21	0.4%	-1%	1%	-1%	-39%
O=C(C1CCCN(Cc2ccccc2C(F)(F)F)C1)N1CCCCC1 (configuration not stated)	i	4%	-11%	-5%	33%
COCC(=O)Oc1c(S(=O)(=O)c2ccc(C)cc2)c(C)nn1C(C)(C)C	0.2%	-5%	20%	2%	1%
N#C/C(=C(/O)COC(=O)CCC1CCCCC1)c1nc2ccccc2[nH]1	0.6%	-2%	-1%	64%	16%
O=C(CN1C(=O)c2ccccc2S1(=O)=O)Nc1ccon1	0.2%	-5%	11%	1%	5%
COC(=O)c1[nH]c2ccc(F)cc2c1NC(=O)C1=COCCO1	6.0%	5%	1%	5%	-1%
OC(CCN1CCCC1)(c1ccccc1)C1CCCCC1 (configuration not stated)	0.2%	-1%&12%	7%	-4%	4%
COc1ccc(OC)c(NC(=O)C2CC(=O)N(CCc3ccc(F)cc3)C2)c1 (configuration not stated)	0.1%	·	-22%	·	·
O=C(Cn1nnc(-c2ccccc2)n1)NCc1ccccc1	0.5%	-4%	-2%	9%	0%
Later entries
SMILES	inhibitors of VEEV	PhoP GFP inhibition	H1N1 NS1A inhibition	H37Rv inhibition	M. tuberculosis	others
CN1C(C(=O)NCc2ccc(OC(F)(F)F)cc2)CC2Cn3c(nc4ccccc43)C21 (configuration not stated)	i	-17%	-1%	-3%	13%
COc1ccc(Nc2nnc(-c3ccccc3)c3ccccc23)cc1C(=O)N1CCCCC1	6.0%	-6%	3%	11%	41%
Cc1c(CN2CCCC(C(=O)Nc3cccc(-n4cccn4)c3)C2)cnn1C (configuration not stated)	0.5%	5%	3%	0%	7%
CC(/C=N/NC(=O)Cc1cccn1C)=C\c1ccco1	i	8%	11%	-7%	15%	inhibitors of VEEV 10K pilot screen=1.6
CCOC(=O)N1CCN(C(=O)c2ccc3c(SCC(=O)O)c4c(nc3c2)CCCC4)CC1	1.2%	11%	-3%	-2%	7%
CCOCCCNC(=O)c1cccs1	0.0%	-15%	-12%	3%	-9%
C/C(=N/NC(=O)c1cccc(N2CCCC2=O)c1)c1ccc(Br)cc1	1.6%	1%	-3%	1%	-1%
Cc1c(Cc2ccc3c(c2)OCO3)sc(NC(=O)c2ccccc2)c1C(N)=O	0.7%	2%	25%	1%	31%	inhibitors of VEEV 10K pilot screen=1.2
NC(=S)N/N=C/c1ccc(-c2cc(Cl)ccc2Cl)o1	i	-8%	11%	?	58%
NC(=O)c1nsc(C(=O)N(CC(=O)NCc2ccccc2)c2cccc(F)c2)c1N	0.5%	4%	6%	1%	-10%
CC(NC(=O)c1ccccc1Cl)c1nnc(SCC(=O)Nc2ccc(C(=O)O)cc2)n1C (configuration not stated)	1.4%	9%	2%	6%	1%
COc1ccc(CCNS(=O)(=O)c2ccc(C(=O)NCc3ccco3)cc2)cc1OC	0.2%	1%	0%	20%	20%
CCCCC(=O)NC(=S)NNC(=O)CCc1ccccc1	0.1%	-4%	-11%	3%	68%
O=C(Nc1ccc(-c2nc3cccnc3s2)cc1)C1CCCO1 (configuration not stated)	11%	3%	6%	-4%	15%
CC1=C(C(=O)OC(C)C)C(c2cncc(-c3ccc(F)cc3)c2)C(C#N)=C(N)O1 (configuration not stated)	2.4%	7%	4%	1%	62%

Copied from the listing (three entries):
SMILES	inhibitors of VEEV	PhoP GFP inhibition	H1N1 NS1A inhibition	H37Rv inhibition	M. tuberculosis	others
CN1C(C(=O)NCc2ccc(OC(F)(F)F)cc2)CC2Cn3c(nc4ccccc43)C21 (configuration not stated)	i	-17%	-1%	-3%	13%
COc1ccc(Nc2nnc(-c3ccccc3)c3ccccc23)cc1C(=O)N1CCCCC1	6.0%	-6%	3%	11%	41%
Cc1c(CN2CCCC(C(=O)Nc3cccc(-n4cccn4)c3)C2)cnn1C (configuration not stated)	0.5%	5%	3%	0%	7%

The list goes on.
SMILES	inhibitors of VEEV	PhoP GFP inhibition	H1N1 NS1A inhibition	H37Rv inhibition	M. tuberculosis	others
CCS(=O)(=O)N1CCC(NC(=O)C(Cc2ccc(OC)c(OC)c2)NC(C)=O)CC1 (configuration not stated)	1.0%	-5%	-6%	-14%	28%
Cc1cc(N2C(=O)C3CCCN3C2c2ccc(Cl)c(Cl)c2)no1 (configuration not stated)	1.3%	-8%	0%	-6%	-8%
CCOc1ccccc1NC(=O)C1COc2ccccc2O1 (configuration not stated)	0.1%	-5%	6%	7%	60%
COc1ccc(C(c2nnnn2C(C)C)N2CCN(C(=O)c3ccco3)CC2)cc1 (configuration not stated)	i	3%	5%	-2%	3%

Molecules shown so far that have a furan ring, fused or not (9):
SMILES	inhibitors of VEEV	PhoP GFP inhibition	H1N1 NS1A inhibition	H37Rv inhibition	M. tuberculosis	others
COc1cc(/C=C2/SC(=O)NC2=O)ccc1OC(=O)c1ccco1	4.6%	-5%	-4%	13%	·
Cc1ccc2nc(N3C(=O)C(O)=C(C(=O)c4ccco4)C3c3ccc(C)o3)sc2c1 (configuration not stated)	2.5%	12%	-6%	-5%	20%
CCC1S/C(=N/N=C/c2ccco2)N(c2ccc(F)cc2)C1=O (configuration not stated)	0.7%	-8%	0%	3%	-9%
O=C(COC(=O)c1cccc(Oc2ccccc2)c1)NCc1ccco1	0.9%	-3%	4%	2%	62%
CCOC(=O)C1(C)NC(c2ccco2)C2C(=O)N(CC)C(=O)C21 (configuration not stated)	0.9%	-24%	-14%	1%	-8%
CC(/C=N/NC(=O)Cc1cccn1C)=C\c1ccco1	i	8%	11%	-7%	15%	inhibitors of VEEV 10K pilot screen=1.6
NC(=S)N/N=C/c1ccc(-c2cc(Cl)ccc2Cl)o1	i	-8%	11%	?	58%
COc1ccc(CCNS(=O)(=O)c2ccc(C(=O)NCc3ccco3)cc2)cc1OC	0.2%	1%	0%	20%	20%
COc1ccc(C(c2nnnn2C(C)C)N2CCN(C(=O)c3ccco3)CC2)cc1 (configuration not stated)	i	3%	5%	-2%	3%

From PubChem BioAssay
